Screening data (PubChem BioAssay)
ER stress rescue: rescue of cells from ER stress-induced death, primary screen, 384-well, CSM14.1, thapsigargin, ATP luminescence (AID 1222). 190,000 tested, under 10 active. one-dose cellular ATP content (survival), % at 20 µM; EC50 in µM for titrated hits. CSM14.1 thapsigargin-induced death rescue, ATP luminescence; higher % means a stronger effect;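 active = EC50 below 50 µM in the dose-response confirmation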;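 also: death triggered by thapsigargin at about 15 µM added after 2 h compound pretreatment; cell ATP read after overnight thapsigargin exposure of roughly 18 to 22 hours; normalized against plate controls of thapsigargin alone and 5% DMSO vehicle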
Autophagy HCS: alters autophagy in cells | MEF GFP-LC3 puncta imaging; test concentration mostly 10 µM | calls only at 10 µM (by protocol) | actives 0.98% (n = 190,000) | AID 463193;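 active = percentage of spot-positive cells more than 3 SD above its plate mean, without a fluorescence outlier flag or 80% toxicity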;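 also: spot-positive cell cutoff set from DMSO-treated cells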
P. falciparum M17LAP: P. falciparum M17LAP inhibitors, primary screen, biochemical, fluorogenic H-Leu-NHMec substrate, 1536-well (AID 1619) | inhibition, % at 30 µM, or IC50 in µM where a hit was titrated | actives 0.38% (n = 220,000) | recombinant M17LAP, H-Leu-NHMec fluorogenic kinetic assay; higher % means a stronger effect;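 active = compound inhibiting the enzyme by more than half at any dose during confirmatory dose-response retesting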;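 also: plate controls were full reaction with DMSO carrier for no effect and no enzyme background for full effect; strong numbers were not always called active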
Insulin prom up: MIN6 insulin promoter up-regulation; actives 0.3% (n = 190,000); MIN6 insulin promoter-GFP reporter, high-content imaging; hits give high values; z-score at 5 µM; AID 1625;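 active = z-score above 3 at 5 µM with at least 500 cells counted in the well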
P. falciparum M1AAP: malaria alanyl aminopeptidase activity blockers – biochemical, fluorogenic H-Leu-NHMec substrate, 1536-well (AID 1445). recombinant M1AAP, H-Leu-NHMec fluorogenic kinetic assay; higher % means a stronger effect. one-dose inhibition, % at 30 µM; IC50 in µM for titrated hits. actives 0.42% (n = 220,000);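 active = primary inhibition above the hit cutoff, then over 50% inhibition at one or more dose response concentrations, cut at about 23% in these data, passing the limit was not always enough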;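 also: plate controls were DMSO full reaction for no effect and no enzyme background for full effect; strong numbers were not always called active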
b-catenin transl: alters nuclear translocation of beta-catenin in HeLa cells; immunofluorescence imaging; nuclear translocation activity, % at 5 µM; actives 0.3% (n = 190,000); AID 1665;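 active = nuclear translocation activity above 50% at 5 µM, with a well cell count of 50 or more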;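 also: per-cell ratio of nuclear to cytoplasmic median beta-catenin stain intensity; plate controls were DMSO negative control for no effect and GSK-3 inhibitor IX positive control for full effect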
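Read-out: Nuclear/cytoplasmic beta-catenin signal ratio, % activation | Assay system: Human HeLa cell line | Times: 24 h compound exposure at 37°C, 5% CO2 | Signal: Fluorescence imaging of beta-catenin antibody stain plus DAPI | Dosing: 5 µM primary, 0.02–20 µM confirmation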
UTI89 phage lysis: protection from phage-mediated lysis, alamar blue read-out – E. coli UTI89, K1F phage, bacterial capsule biogenesis inhibitors (AID 488966) | one-dose inhibition, % at 100 µM; IC50 in µM for titrated hits | actives 0.02% (n = 340,000) | E. coli UTI89 K1F phage lysis, alamar blue, 2 h; higher % means a stronger effect;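 active = phage lysis inhibition, versus mean bacterial control, above a set limit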;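 also: capsule biogenesis inhibitors block K1F phage lysis so surviving cells raise fluorescence; higher fluorescence means more inhibition of phage lysis; actives were called in the ten point dose series up to 300 µM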
MT stabilizer: microtubule stabilization, imaging screen; AID 2205; actives 0.83% (n = 200,000); HeLa tubulin immunostaining HCS, 24 h; share of cells brighter than vehicle mean+2SD; % tubulin-high responders, % at 10 µM;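 active = plate Z-score above 3 for both tubulin-high and condensed-nucleus cell shares, with cell loss under 80%, at 10 µM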;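 also: anti alpha tubulin signal scored within the nucleus-defined area of each cell; some results filed as inactive read as strong as hits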
Dynein transport: blocks dynein driven cargo transport along microtubules; 3617.4 mouse cells, GR-EGFP nuclear translocation imaging; test concentration mostly 20 µM; stimulated with dexamethasone, 1 µM; hits give low values; z-score, hits read low; actives 0.47% (n = 220,000);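 active = plate z-score of nuclear minus cytoplasmic receptor signal below a set negative limit, without overly bright fluorescence or cell loss, cut at about -3.5 in these data, passing the limit was not always enough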;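 also: z-score of nuclear minus cytoplasmic ring GR-EGFP intensity difference per well; some compounds called inactive have numbers as strong as hits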
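Buffer or medium – tet-free medium with charcoal-stripped serum · Signal – automated 10x imaging of fixed Hoechst-stained cells · Also added – dexamethasone agonist, 1.0 µM final, for 30 min · Incubation – induction 48 h, compound 1 h, agonist 30 min · Read-out – GR-EGFP nuclear translocation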
Dynein transport cytoplasmic EGFP: further read-out of Dynein transport, marked with its call; z-score; measured here: cytoplasmic GR-EGFP intensity; hits give high values
Dynein transport nuclear GR-EGFP: second read-out of Dynein transport, no call of its own (marks repeat the call); z-score; measured here: nuclear GR-EGFP intensity;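 lower value marks the stronger effect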
Dynein transport cell count: also measured in Dynein transport; calls as there; z-score; measured here: cell count per field
Insulin prom up cell count: also measured in Insulin prom up; calls as there; cell count; measured here: cytotoxicity, nuclei count;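 total cells summed across four imaged fields per well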
b-catenin transl cell count 5 µM: recorded beside b-catenin transl, whose call it bears; cell count; measured here: cell count, cytotoxicity flag
MT stabilizer Hoechst-high %: recorded beside MT stabilizer, whose call it bears; % Hoechst-high responders; measured here: nuclear condensation Hoechst responders;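 share of cells brighter than vehicle mean plus two SD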
MT stabilizer cytotoxicity %: recorded beside MT stabilizer, whose call it bears; toxicity, %; measured here: cytotoxicity by cell density;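 0% = mean cell density of plate MIN control wells and 100% = no cells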
Autophagy HCS cell loss 18 h: also measured in Autophagy HCS; calls as there; toxicity, %; measured here: cell loss, nuclei count;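 cell loss after 18 h compound exposure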
* = called active by the depositor; i = inactive; · = not tested or not shown; [ ] = dose if it differs, or a comment.

Molecule,ER stress rescue,Autophagy HCS,Autophagy HCS cell loss 18 h,P. falciparum M17LAP,Insulin prom up,Insulin prom up cell count,P. falciparum M1AAP,b-catenin transl,b-catenin transl cell count 5 µM,UTI89 phage lysis,MT stabilizer,MT stabilizer Hoechst-high %,MT stabilizer cytotoxicity %,Dynein transport,Dynein transport cytoplasmic EGFP,Dynein transport nuclear GR-EGFP,Dynein transport cell count
Cc1cc(C(=O)Cn2nc(C(=O)O)c3ccccc3c2=O)c(C)n1CC(F)(F)F,-0.7%,i,10.6,5.2%,-0.19,1655,14.2%,0.3,1055,0.1%,2.5,2.8,7.0,-0.375,-0.197,-0.404,0.0805
c1ccc(-c2ccnc3nc(N4CCN(c5ccccc5)CC4)nn23)cc1,4.1%,i,35.6,4.0%,·,·,0.0%,·,·,0.3%,0.9,1.5,8.6,-0.194,-0.223,-0.689,0.214
O=C(O)c1cccc(OCc2ccccc2Cl)c1,-1.1%,i,-2.3,18.0%,1.22,1470,2.1%,0.3,1422,-1.5%,3.8,2.2,10.1,-1.24,-0.323,-0.352,0.199
CCN(Cc1ccccc1)c1ccc(/C=N/NS(=O)(=O)c2cccc([N+](=O)[O-])c2)cc1,0.9%,i,-8.8,17.8%,0.43,1337,6.3%,-1.9,1021,-5.6%,3.3,2.2,7.3,0.0197,0.583,-0.287,0.0299
O=S(=O)(Nc1cccc2[nH]ncc12)c1cccs1,-0.6%,i,-3.8,4.8%,0.5,1453,5.9%,0.8,1058,-1.0%,2.3,1.7,0.9,0.514,-0.172,0.596,-0.858
COc1cc(OC)cc(C(=O)N2CCN(C(=O)Cc3ccccc3)CC2)c1,-0.1%,i,-3.9,6.2%,-0.75,1322,5.8%,1.7,1057,0.7%,1.7,1.9,5.9,-0.861,-0.342,-0.299,0.883
O=c1[nH]c(SCc2n[nH]c(=S)n2-c2ccccc2)nc2ccccc12,3.7%,i,5.4,13.5%,-1.12,1272,9.2%,2.6,1199,0.2%,2.7,1.9,10.1,1.33,-0.254,0.776,1.48
CC1(C)CC(=O)C/C(=N/NC(=O)CCCOc2ccc(Cl)cc2Cl)C1,0.0%,i,-34.1,9.3%,0.11,1587,6.1%,1.3,1325,2.4%,3.4,2.5,7.3,-0.556,-0.0945,0.0614,0.402
CC(C)(C)c1ccc(OCCCNCc2ccccc2)cc1,-0.4%,i,12.5,6.4%,0.61,1351,2.0%,-0.7,549,-18.0%,2.8,1.4,4.0,5.65,0.235,3.44,-3.02
CCC(=O)c1c(OCc2ccccc2)ccc2c(C)cc(=O)oc12,-7.2%,i,-1.8,-14.0%,-0.76,1193,-0.4%,-2.0,1112,·,2.1,2.6,8.1,1.87,-0.157,1.46,-1.76
Cc1nc(SCC(=O)NC(C)(C#N)C2CC2)c2c(-c3cccs3)csc2n1 (stereo unspecified),4.9%,i,-6.6,-16.2%,-1.14,1397,5.5%,-3.2,1147,0.3%[50 µM],1.9,2.6,7.3,0.395,-0.16,0.0993,-0.739
O=C(NCCCl)NNC(=O)c1cc2ccccc2cc1O,·,·,·,5.0%,-0.07,1005,6.9%,-1.6,1346,-0.1%[50 µM],·,·,·,-0.00958,-0.258,-0.111,0.569
COc1cc(/C=C2\C(=O)N(c3ccc(NC(C)=O)cc3)N=C2c2ccccc2)ccc1O,2.4%,i,7.2,8.4%,0.16,1661,19.0%,-1.8,1057,0.3%,6.7,3.1,6.4,0.35,-0.31,0.892,-0.425
CCC(=O)N/N=c1/sc2ccccc2n1C,-0.4%,i,3.0,-1.0%,-0.17,1260,5.9%,·,·,0.4%,1.5,2.5,8.4,-1.05,-0.215,-0.699,1.21
CCOc1cc(Br)ccc1S(=O)(=O)N1CCC(C(N)=O)CC1,2.3%,i,-2.3,-3.1%,0.76,1307,0.0%,·,·,2.5%,2.1,3.5,4.3,-0.674,-0.324,-0.604,1.07
CCCC(=O)n1nc(-c2cccnc2)nc1NCc1cccs1,-2.8%,i,2.7,-4.1%,0.21,1266,5.5%,-0.1,1117,1.9%,3.7,2.0,7.8,-0.543,-0.0623,-0.172,0.549
c1ccc(CN2c3ccccc3-c3nc4ccccc4n3C2c2ccccn2)cc1 (stereo unspecified),0.9%,i,8.5,1.5%,-0.36,1602,8.4%,-3.7,1353,0.7%,2.3,1.8,9.2,-0.52,-0.225,-0.989,0.247
N[C@@]12CCc3nonc3[C@]1(O)CC(c1ccccc1)=[N+]2[O-],-3.1%,i,0.5,6.2%,0.22,1200,5.1%,-5.2,924,0.5%,1.4,1.4,5.1,0.167,-0.219,0.0634,0.348
CC(C)Cn1c(N)c(C(=O)NCCN2CCOCC2)c2nc3ccccc3nc21,·,i,-8.7,-148.2%,0.54,1277,16.5%,·,·,0.2%[50 µM],5.0,1.9,5.5,-0.193,-0.133,-0.0585,1.15
O=C(Nc1ccccc1C(=O)Nc1nnc(C(F)(F)F)s1)c1ccccc1,·,·,·,-1.9%,-1.46,807,2.5%,4.6,799,0.1%,·,·,·,0.497,-0.0373,0.173,0.174
Fc1c(CSC(=S)N2CCOCC2)cccc1CSC(=S)N1CCOCC1,·,·,·,-1.5%,-0.72,1068,0.3%,-0.8,1279,0.0%,·,·,·,-0.588,-0.225,-0.224,0.551
Cc1ccc(C2CC(=O)c3cnc(NC(=O)c4ccco4)nc3C2)cc1 (stereo unspecified),2.0%,i,-10.2,7.8%,-0.33,1098,9.9%,-0.4,1097,-0.3%,1.5,1.4,5.8,-0.885,-0.212,-0.42,1.35
CCNC(=O)COC(=O)CCNC(=O)c1ccc(Cl)cc1,·,·,·,5.7%,-0.35,1308,-0.4%,-0.2,1362,0.2%,·,·,·,-0.837,-0.235,-0.266,0.407
Cc1cccc(NCc2cc(Cl)cc(Cl)c2O)n1,1.6%,i,-8.8,-0.1%,0.25,1158,0.8%,-0.7,1037,0.1%,1.9,2.7,6.0,-0.27,-0.241,-0.267,0.531
COCCn1c(SCc2cccnc2)nnc1-c1c[nH]c2ccccc12,-1.2%,i,-5.3,6.3%,0.14,919,4.6%,·,·,1.3%,4.0,4.0,10.8,-0.199,0.0838,0.142,0.319
O=C(CN1CCN(c2ccccn2)CC1)NC1CCCCC1,2.9%,i,-1.1,-0.7%,0.6,1567,-4.7%,0.9,1484,0.1%,2.5,1.9,6.6,0.557,-0.212,-0.683,0.0891
Cc1noc(C)c1S(=O)(=O)N1CCCCC1,-0.5%,i,-6.3,4.1%,-0.4,835,3.8%,·,·,5.5%,1.4,1.5,4.8,-0.808,-0.342,-0.18,0.474
Cc1nc2cc(NC(=O)N3CCC(c4ccccc4)C3)ccc2n1C (stereo unspecified),-0.3%,i,-1.4,-0.1%,-0.39,1274,2.4%,3.3,1119,0.0%,3.1,1.6,4.4,-1.17,-0.166,-0.594,0.188
COc1ccc(C(=O)C2CCCN(Cc3cccn3-c3ccccn3)C2)c(OC)c1 (stereo unspecified),-2.2%,i,-2.1,17.3%,·,·,3.9%,-0.7,1544,-0.3%,3.1,2.6,5.3,-1.24,-0.0866,-0.611,1.29
COc1ccc2cnn(-c3ccccc3C)c(=O)c2c1OC,-2.1%,i,10.3,0.9%,·,·,2.6%,-2.9,535,5.2%,4.4,2.7,4.4,-0.156,-0.179,0.236,0.407
Cc1c(Cl)cccc1NC(=S)NCCC(C)C,-2.6%,i,14.6,-4.5%,-0.2,1837,-0.2%,1.1,1055,2.7%,2.3,1.8,6.3,-0.496,-0.201,-0.549,0.94
CCOc1ccccc1C1C(C(N)=O)=C(C)Nc2nc(-c3ccccc3Cl)nn21 (stereo unspecified),1.8%,i,-18.4,5.8%,0.65,1526,6.3%,-6.4,919,0.1%,5.9,2.8,3.6,0.0937,-0.12,0.409,-0.787
O=C(NCCN1CCN(c2ccccc2)CC1)C1CCN(S(=O)(=O)c2cccs2)CC1,1.2%,i,-12.9,4.5%,-0.31,1486,1.5%,1.5,1315,0.3%,2.5,1.4,3.5,-0.626,-0.22,-0.252,0.829
